PP1 inh: blocks human PP1-alpha phosphatase, a PP5 counter-screen; P62136; purified PP1alpha, OMFP fluorescence; inhibition, % at 6.7 µM; hit rate 0.9% among 320,000;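 active = inhibition above the mean inhibition of all tested compounds plus 3 SD, computed separately for each screening campaign, cut at about 15% in these data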
PP5 primary: inhibitors of human protein phosphatase 5 (PP5) | hit rate 0.18% among 320,000 | purified PP5c, OMFP substrate fluorescence | inhibition, % at 6.7 µM;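 active = inhibition above the campaign's mean inhibition across all tested compounds plus 3 SD, cut at about 9.5% in these data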;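 note: 0% = DMSO only and 100% = 100 µM cantharidin control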
PREPL inhibitor: human PREPL enzyme inhibition; Q4J6C6; AID 2751; hit rate 0.68% among 320,000; inhibition, % at 5.96 µM; recombinant PREPL, fluorescence polarization activity-based probe; in the data active = inhibition above about 43%;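 note: 0% = enzyme with DMSO and 100% = wells lacking enzyme; many of its hits are not listed in these tables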
Target sequence (Q4J6C6 whole entry, looked up): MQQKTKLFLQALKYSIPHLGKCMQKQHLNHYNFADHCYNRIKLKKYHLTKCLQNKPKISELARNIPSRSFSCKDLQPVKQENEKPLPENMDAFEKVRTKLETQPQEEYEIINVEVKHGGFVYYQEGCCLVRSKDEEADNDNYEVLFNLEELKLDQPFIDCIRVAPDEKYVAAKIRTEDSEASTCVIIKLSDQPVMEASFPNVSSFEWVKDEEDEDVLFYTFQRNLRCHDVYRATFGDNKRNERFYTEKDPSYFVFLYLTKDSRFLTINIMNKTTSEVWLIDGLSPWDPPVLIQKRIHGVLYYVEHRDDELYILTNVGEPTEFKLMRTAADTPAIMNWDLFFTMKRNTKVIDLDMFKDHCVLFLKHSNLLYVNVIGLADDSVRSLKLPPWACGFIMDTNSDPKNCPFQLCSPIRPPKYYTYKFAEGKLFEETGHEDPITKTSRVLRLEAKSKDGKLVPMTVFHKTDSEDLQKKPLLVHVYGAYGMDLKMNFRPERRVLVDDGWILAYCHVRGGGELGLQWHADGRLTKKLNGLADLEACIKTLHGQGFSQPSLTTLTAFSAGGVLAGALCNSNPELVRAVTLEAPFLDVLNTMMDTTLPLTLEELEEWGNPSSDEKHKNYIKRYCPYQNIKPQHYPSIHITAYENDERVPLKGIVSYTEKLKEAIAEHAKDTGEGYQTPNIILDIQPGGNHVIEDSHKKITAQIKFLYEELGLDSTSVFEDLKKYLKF
EBNA-1 inh: blocks EBNA-1 binding to DNA; hit rate 0.34% among 300,000; EBNA-1 DNA binding, fluorescence polarization; AID 1950; inhibition, % at 14.8 µM; in the data active = inhibition above about 28%
ZTA DNA inh: ZTA (EBV) inhibition in EBNA-1 counter-screen; P03206; ZTA-DNA binding, fluorescence polarization; inhibition, % at 11 µM; hit rate 0.15% among 320,000; AID 2234; in the data active = inhibition above about 33%
Target sequence (P03206 whole entry, looked up): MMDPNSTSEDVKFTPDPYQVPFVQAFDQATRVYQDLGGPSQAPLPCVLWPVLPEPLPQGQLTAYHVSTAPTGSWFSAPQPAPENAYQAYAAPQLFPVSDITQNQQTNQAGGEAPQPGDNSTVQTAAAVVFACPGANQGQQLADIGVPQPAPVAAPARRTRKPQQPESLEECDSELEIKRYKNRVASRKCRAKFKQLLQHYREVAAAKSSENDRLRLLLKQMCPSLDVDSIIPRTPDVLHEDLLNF
TPT1 inh: blocks Candida albicans tRNA 2'-phosphotransferase; recombinant caTPT1, FP RNA substrate dephosphorylation; inhibition, % at 5 µM; hit rate 0.81% among 300,000;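 active = inhibition above the mean of all tested compounds plus 3 SD, set per screening campaign, cut at about 24% in these data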;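 note: plate controls were DMSO alone for no effect and ferristatin control at 100 nM for full effect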
Efflux pump mplx: blocks antifungal efflux pumps in multiplex yeast assay; inhibition, % at 10 µM; AID 485275; S. cerevisiae Candida pump triplex, Nile Red efflux; hit rate 0.44% among 330,000;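 active = plate passing quality check with inhibition over a set limit, or well fluorescence over plate mean plus 4 SD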;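 note: Nile Red retained in pooled yeast measured as flow cytometry median fluorescence; 0% = buffer negative control and 100% = Enniatin B positive control; higher means more Nile Red kept so more efflux inhibition; some compounds called inactive have numbers as strong as hits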
Fh CTSL1 inh: cathepsin L1 inhibition, PFM18AAP counter-screen; recombinant F. hepatica cathepsin L1, Z-Leu-Arg-MCA fluorescence; inhibition, % at 5.96 µM; hit rate 0.49% among 300,000; AID 1906;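 active = inhibition above the mean of all tested compounds plus 3 SD, set per screening campaign, cut at about 17% in these data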;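 note: 0% = plate median of test compound wells and 100% = 1 µM Z-Phe-Ala-diazomethylketone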
core dimer inh: HCV core protein dimerization inhibition. inhibition, % at 5 µM. AID 1899. hit rate 0.33% among 300,000. TR-FRET GST/Flag-core106 dimerization, 1536-well;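 active = inhibition above the mean of all tested compounds plus 3 SD, set per screening campaign, cut at about 45% in these data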
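System: GST-tagged and Flag-tagged HCV core protein residues 1-106 / Input: core106 proteins, GST 13.5 nM and Flag 17 nM / Buffer or medium: KF-containing HEPES buffer, pH 7.45, DTT, CHAPS, BSA / Probe or stimulus: Eu-anti-GST and XL665-anti-Flag labelled anti-tag antibodies / Schedule: 4 h, 22.5 °C incubation / Technique: TR-FRET 671 and 617 nm emission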
* = called active by the depositor; · = no result given. These rows are one share of the data (hit frequency here may not be typical).

SMILES	PP1 inh	PP5 primary	PREPL inhibitor	EBNA-1 inh	ZTA DNA inh	TPT1 inh	Efflux pump mplx	Fh CTSL1 inh	core dimer inh
Cc1c(NC(=O)C(C)Oc2ncnc3ccccc23)c(=O)n(-c2ccccc2)n1C (stereo not drawn)	-4	-0.2	-3	10	8	-2	-0.2	2	-4
O=[N+]([O-])c1ccccc1CN1CCN(c2ncccn2)CC1	-3	-0.7	15	13	-2	-3	0.0	1	3
Cc1nc2cc(NC(=O)CCS(=O)(=O)c3ccccc3)ccc2s1	-4	0.0	1	6	-10	-1	0.0	1	10
COc1ccc(CCNC(=O)COc2ncnc3ccccc23)cc1	1	-2.1	10	2	12	0	0.3	-2	-3
CCOCCCNCc1ccc(Cl)cc1	0	1.0	2	-3	-3	1	0.0	-3	0
Cc1ccccc1OCC(=O)Nc1nnc(S(=O)(=O)N2CCCC2)s1	-3	4.0	-7	-6	15	0	-0.3	3	21
O=C(CN1c2cccc3cccc(c23)S1(=O)=O)N1CCOCC1	0	0.6	-3	-4	3	3	0.0	-3	-2
COc1cc(OC)c(C2=NOC(C(=O)N3CCCc4ccccc43)C2)cc1Cl (stereo not drawn)	0	6.0	-8	-16	2	0	-0.1	4	8
O=C(CSCc1ccccc1)N1CCN(c2ccc(F)cc2)CC1	-2	4.0	-43	-7	-5	-4	0.1	-9	-3
CCOc1ccc(C(=O)Nc2cc(C)on2)cc1	-2	0.3	7	3	-3	-2	0.0	5	1
Cc1cc(OCC(=O)O)c2ccccc2n1	-2	1.7	2	4	0	0	0.1	-1	-1
CN(Cc1cccc(-n2cccn2)c1)C(=O)CCc1nnc(C2CCCCC2)o1	7	-0.4	0	4	1	-2	0.1	1	-1
CN(C)S(=O)(=O)N1CCC(n2nccc2NC(=O)CCc2ccccc2)CC1	-3	3.5	2	-2	-4	-4	0.3	-1	2
O=C(CCCCCNc1nc(=S)[nH]c2ccccc12)NCc1ccccc1Cl	1	-0.3	4	1	2	0	-0.2	6	5
O=C(CSc1ncc(S(=O)(=O)c2ccccc2)c(=O)[nH]1)Nc1ccccc1Cl	-9	3.5	3	-5	-9	1	0.2	1	4
Cc1c(C(N)=O)sc(N)c1C(=O)OC(C)C	-1	-0.5	5	4	10	3	0.0	3	-5
CC(NC(=O)c1ccco1)C(=O)N1CCN(c2cccc(Cl)c2)CC1 (stereo not drawn)	-2	-0.5	8	·	5	·	0.0	·	·
Cc1ccc(N2C(=O)C3ON(c4ccccc4)C(c4ccncc4)C3C2=O)c(C)c1 (stereo not drawn)	1	1.1	10	-2	-6	0	-0.2	-2	-1
Nc1nc(N)c2c(ccc3nccc32)[nH]1	0	3.3	10	1	-6	0	0.0	1	3
COc1cc(Br)cc(/C=N/NC(=O)Cc2ccc(C(F)(F)F)cc2[N+](=O)[O-])c1O	9	4.1	0	19	-10	5	-0.2	-2	13
Cc1cccc(-c2nc(NCCCN3CCOCC3)c3ccccc3n2)c1	0	-0.1	7	3	8	8	0.1	6	0
CN(C)c1cccc(C(=O)OCC(=O)Nc2ccccc2Cl)c1	0	1.6	15	-2	3	8	-0.1	1	1
Cc1cc(OCc2cc(C(=O)NCC3(C)COC3)no2)cc(C)c1Cl	1	3.1	-1	-3	-6	-2	0.0	0	7
Nc1nc(C2CCOCC2)cs1	-1	-1.9	-2	9	2	-1	-0.1	1	0
CCOC(=O)c1ccc(NC(=O)C2CC(=O)Nc3nc4ccccc4n32)cc1 (stereo not drawn)	-1	1.7	13	30*	-24	1	0.9	11	4
N#CC1=C(SCC(=O)Nc2ccccc2)NC(=O)CC1c1ccc(O)cc1 (stereo not drawn)	5	3.2	-1	0	-19	-6	0.0	-4	-12
CN(C)c1cccc(C(=O)N(C)C2CCCN(Cc3ccccc3F)C2)c1 (stereo not drawn)	-2	-1.4	1	8	3	0	0.0	0	-8
Cn1c(C(=O)NCCCN2CCCCC2)cc2sccc21	0	-3.6	23	5	7	-1	0.1	1	2
CC(=O)Nc1ccc(N(C(=O)CNC(=O)c2ccco2)C(C(=O)NC2CCCC2)c2ccco2)cc1 (stereo not drawn)	-2	1.4	-9	-6	-2	-3	0.1	-1	7
O=C(CCn1cccc1)Nc1ccc(OC(F)(F)F)cc1	2	3.8	17	-4	-6	-3	0.0	3	-19

Arranged by length of the SMILES (falling): some entries from above
SMILES	PP1 inh	PP5 primary	PREPL inhibitor	EBNA-1 inh	ZTA DNA inh	TPT1 inh	Efflux pump mplx	Fh CTSL1 inh	core dimer inh
Cc1ccc(N2C(=O)C3ON(c4ccccc4)C(c4ccncc4)C3C2=O)c(C)c1 (stereo not drawn)	1	1.1	10	-2	-6	0	-0.2	-2	-1
Cc1c(NC(=O)C(C)Oc2ncnc3ccccc23)c(=O)n(-c2ccccc2)n1C (stereo not drawn)	-4	-0.2	-3	10	8	-2	-0.2	2	-4
CN(Cc1cccc(-n2cccn2)c1)C(=O)CCc1nnc(C2CCCCC2)o1	7	-0.4	0	4	1	-2	0.1	1	-1
N#CC1=C(SCC(=O)Nc2ccccc2)NC(=O)CC1c1ccc(O)cc1 (stereo not drawn)	5	3.2	-1	0	-19	-6	0.0	-4	-12
CC(NC(=O)c1ccco1)C(=O)N1CCN(c2cccc(Cl)c2)CC1 (stereo not drawn)	-2	-0.5	8	·	5	·	0.0	·	·
Cc1cc(OCc2cc(C(=O)NCC3(C)COC3)no2)cc(C)c1Cl	1	3.1	-1	-3	-6	-2	0.0	0	7
Cc1ccccc1OCC(=O)Nc1nnc(S(=O)(=O)N2CCCC2)s1	-3	4.0	-7	-6	15	0	-0.3	3	21
Cc1cccc(-c2nc(NCCCN3CCOCC3)c3ccccc3n2)c1	0	-0.1	7	3	8	8	0.1	6	0
O=[N+]([O-])c1ccccc1CN1CCN(c2ncccn2)CC1	-3	-0.7	15	13	-2	-3	0.0	1	3
CN(C)c1cccc(C(=O)OCC(=O)Nc2ccccc2Cl)c1	0	1.6	15	-2	3	8	-0.1	1	1
O=C(CCn1cccc1)Nc1ccc(OC(F)(F)F)cc1	2	3.8	17	-4	-6	-3	0.0	3	-19
Cn1c(C(=O)NCCCN2CCCCC2)cc2sccc21	0	-3.6	23	5	7	-1	0.1	1	2
Cc1c(C(N)=O)sc(N)c1C(=O)OC(C)C	-1	-0.5	5	4	10	3	0.0	3	-5
CCOc1ccc(C(=O)Nc2cc(C)on2)cc1	-2	0.3	7	3	-3	-2	0.0	5	1
Nc1nc(N)c2c(ccc3nccc32)[nH]1	0	3.3	10	1	-6	0	0.0	1	3
Cc1cc(OCC(=O)O)c2ccccc2n1	-2	1.7	2	4	0	0	0.1	-1	-1

Going on with the list:
SMILES	PP1 inh	PP5 primary	PREPL inhibitor	EBNA-1 inh	ZTA DNA inh	TPT1 inh	Efflux pump mplx	Fh CTSL1 inh	core dimer inh
COc1ccc(NC(=O)CSc2nnc(C)c3ccccc23)cc1	-1	0.6	16	-4	1	14	0.0	2	2
COc1ccc(Cl)cc1Nc1nc(NCCO)nc(N2CCCC2)n1	-2	2.9	12	-1	-4	-6	0.3	5	11
CC1CCCC(C)N1C(=S)SCC(=O)O (stereo not drawn)	-5	2.2	-7	-1	-3	-4	-0.1	1	0
CCOC(=O)N1CCC(NC(=O)CCN2C(=O)COc3ccccc32)CC1	2	-0.3	5	-14	0	3	0.1	-1	-11
COCCCNCC1C(Oc2ccc(Cl)cc2)C(=O)N1c1ccccc1C (stereo not drawn)	0	2.8	7	-7	-6	-1	0.2	-5	-5
CCC(C)NCCOCCOc1ccccc1-c1ccccc1 (stereo not drawn)	-6	2.6	5	-23	-14	4	0.4	-4	-3
Cc1noc(C)c1COc1ccc(C(=O)O)cc1	-2	-1.7	-8	-3	10	-2	0.0	1	-3
COc1ccccc1C(=O)NCCC(=O)NCCOc1ccccc1	-4	-0.7	9	17	-5	0	0.0	4	0
CSc1nc(-c2ccccc2)ccc1C(N)=O	2	-0.1	-2	5	12	2	0.1	-3	1
CC(C)N1CCN(C(=O)c2ccc(NC(=O)c3ccc(Br)o3)cc2)CC1	-5	1.1	-12	6	-4	2	-0.1	1	9
COc1cccc(CC2(CO)CCN(Cc3cn(C)nc3C)CC2)c1	-1	-0.5	-1	6	-2	-2	0.0	0	-3
COc1ccc(S(=O)(=O)Nc2ccc(Oc3ncccn3)c(Cl)c2)cc1	-3	1.3	6	-2	11	0	-0.1	-3	2
CCCCNC(=O)O[C@H]1C[C@@H]2CCN3C(=O)CCC[C@H]([C@H]1Cc1ccccc1)[C@H]23	-5	4.0	-2	-4	-1	0	0.0	1	1
O=C(Cc1ccccc1[N+](=O)[O-])N1CCN(c2ccc(F)cc2)CC1	-1	0.3	17	14	3	-2	0.0	-3	1
CCC(C)(C)NC(=O)Cc1ccc(C)cc1	-1	0.6	-10	0	-6	2	-0.1	-1	1
COc1cc(OC)cc(-c2nnc(SCC(=O)N3c4ccccc4Sc4ccccc43)o2)c1	-6	-0.8	-7	8	19	-3	-0.1	0	-4
O=C(O)c1ccc(/C=C2\COc3ccccc3C2=O)cc1	1	-0.8	-5	1	19	-4	-0.1	0	9
CCc1ccc(Nc2ccc3nonc3c2[N+](=O)[O-])cc1	0	-1.1	2	10	7	-1	0.0	1	0
Cc1ccc(C(=O)NNC(=O)C2CCN(C(=O)OC(C)(C)C)CC2)cc1	-3	1.0	1	5	11	0	-0.2	-2	8
CC(C)CCNc1nc(N)c([N+](=O)[O-])c(N2CCCCCC2)n1	-1	2.5	14	1	13	-4	-0.1	0	6
O=C1CCCN1S(=O)(=O)c1ccc(F)cc1	1	1.6	11	2	-6	-1	-0.1	0	-7
Cc1cc(Nc2ccccc2)n(CCOC(=O)COc2ccccc2)n1	0	3.9	4	3	5	1	0.2	-2	-2
COc1ccc(-c2cc(C(F)(F)F)n3nc(C(=O)N(C)Cc4ccccc4)cc3n2)cc1OC	0	-7.1	8	-19	-2	-1	1.4*	-5	8
Cc1cc(C)n(CC(=O)Nc2ccc3c(c2)OCO3)c(=O)c1C#N	-5	-1.1	-2	1	3	-2	0.0	-1	-4
Cc1ccc(S(=O)(=O)Nc2ccccc2-c2ccccc2NS(=O)(=O)c2ccc(C)cc2)cc1	13	8.3	1	0	-1	2	-0.1	5	5
CCCCN=C(N)/C(C(=O)OCC)=C(\O)c1ccc(OC)cc1	0	1.6	-9	-6	0	-1	0.1	-1	-3
c1ccc2c(c1)COC(CN1CCCCC1)OC2	-6	0.8	13	6	15	0	-0.1	3	10
CCOC(=O)C1=C(C)N(CCCC(=O)O)C(=O)NC1c1cccc(OC)c1 (stereo not drawn)	-6	-1.9	-1	8	16	0	-0.1	2	2
